hcDAF12 agonist: activators of H. contortus DAF-12 nuclear receptor | HEK293 hcDAF-12 lit1-tk-luc reporter, luminescence; 0% DMSO, 100% Δ7-dafachronic acid | activation, % at 6.8 µM | actives 1.4% (n = 370,000);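 active = activation above the mean of all tested compounds plus 3 SD, cut at about 5.5% in these data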;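 note: 100% = response to 3 µM Δ7-dafachronic acid high control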
Rev-erbA mod: modulators of human Rev-erb alpha DNA binding; Rev-erbα–FITC-DNA binding, fluorescence polarization, 90 min; activity, % at 10 µM; actives 0.79% (n = 370,000);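 active = activity above about 14%, limit read from the data; passing the limit was not always enough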;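 note: 0% = DMSO wells with 35 nM protein and 100% = DMSO wells with 750 nM protein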
DAX1 inh-1: blocks DAX1 repression of SF-1 activated StAR promoter; AID 652010; actives 1.1% (n = 370,000); inhibition, % at 6.8 µM; HEK293T StAR-luciferase reporter, SF-1/DAX-1 repression relief;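 active = inhibition above the mean over all tested compounds plus 3 SD, cut at about 3.6% in these data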;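 note: 0% = DAX-1 cells with DMSO and 100% = cells lacking DAX-1 with DMSO; higher inhibition means more luminescence from relief of DAX-1 repression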
SMARCA2 act: activators of SMARCA2 function; MG213 cells, MMTV-luciferase reporter, dexamethasone, overnight; activation, % at 9.1 µM; actives 1% (n = 370,000); AID 652017; in the data active = activation above about 7.8%;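 note: 0% = vehicle wells and 100% = reference activator wells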
hgDAF12 agonist: activates the H. glycines DAF-12 receptor ligand-binding domain; actives 1.8% (n = 370,000); HEK293 GAL4-hgDAF12 UAS-luciferase reporter, agonist luminescence; normalized to butyrate control; activation, % at 6.8 µM;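 active = activation above a cutoff set at the mean of all screened compounds plus 3 SD, cut at about 10% in these data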;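 note: 0% = DMSO wells and 100% = sodium butyrate wells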
PLC-gamma1 inh: inhibitors of human phospholipase C gamma1. P19174. purified PLC-gamma1, fluorogenic substrate, fluorescence. inhibition, % at 12.2 µM. actives 0.84% (n = 370,000). AID 720700; in the data active = inhibition above about 9.5%
DAX1 inh-2: NR0B1 (DAX1) inhibition | actives 0.99% (n = 340,000) | HEK293 Gal4-DAX1 luciferase reporter, luminescence | P51843 | AID 504766 | inhibition, % at 6.75 µM;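 active = inhibition above the mean over all tested compounds plus 3 SD, cut at about 4.2% in these data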;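 note: 0% = DAX1-transfected cells with DMSO and 100% = empty-vector control cells with DMSO; inhibition shows as a rise in luminescence from relieved DAX1 repression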
PLC-beta3 inh: inhibitors of human phospholipase C beta3 | Purified PLC-beta3, fluorogenic substrate, fluorescence | inhibition, % at 12.2 µM | actives 0.18% (n = 370,000) | AID 720704; in the data active = inhibition above about 11%;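 note: 0% = median of compound wells on plate and 100% = full blocker control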
Target sequence (Q01970 whole entry, looked up): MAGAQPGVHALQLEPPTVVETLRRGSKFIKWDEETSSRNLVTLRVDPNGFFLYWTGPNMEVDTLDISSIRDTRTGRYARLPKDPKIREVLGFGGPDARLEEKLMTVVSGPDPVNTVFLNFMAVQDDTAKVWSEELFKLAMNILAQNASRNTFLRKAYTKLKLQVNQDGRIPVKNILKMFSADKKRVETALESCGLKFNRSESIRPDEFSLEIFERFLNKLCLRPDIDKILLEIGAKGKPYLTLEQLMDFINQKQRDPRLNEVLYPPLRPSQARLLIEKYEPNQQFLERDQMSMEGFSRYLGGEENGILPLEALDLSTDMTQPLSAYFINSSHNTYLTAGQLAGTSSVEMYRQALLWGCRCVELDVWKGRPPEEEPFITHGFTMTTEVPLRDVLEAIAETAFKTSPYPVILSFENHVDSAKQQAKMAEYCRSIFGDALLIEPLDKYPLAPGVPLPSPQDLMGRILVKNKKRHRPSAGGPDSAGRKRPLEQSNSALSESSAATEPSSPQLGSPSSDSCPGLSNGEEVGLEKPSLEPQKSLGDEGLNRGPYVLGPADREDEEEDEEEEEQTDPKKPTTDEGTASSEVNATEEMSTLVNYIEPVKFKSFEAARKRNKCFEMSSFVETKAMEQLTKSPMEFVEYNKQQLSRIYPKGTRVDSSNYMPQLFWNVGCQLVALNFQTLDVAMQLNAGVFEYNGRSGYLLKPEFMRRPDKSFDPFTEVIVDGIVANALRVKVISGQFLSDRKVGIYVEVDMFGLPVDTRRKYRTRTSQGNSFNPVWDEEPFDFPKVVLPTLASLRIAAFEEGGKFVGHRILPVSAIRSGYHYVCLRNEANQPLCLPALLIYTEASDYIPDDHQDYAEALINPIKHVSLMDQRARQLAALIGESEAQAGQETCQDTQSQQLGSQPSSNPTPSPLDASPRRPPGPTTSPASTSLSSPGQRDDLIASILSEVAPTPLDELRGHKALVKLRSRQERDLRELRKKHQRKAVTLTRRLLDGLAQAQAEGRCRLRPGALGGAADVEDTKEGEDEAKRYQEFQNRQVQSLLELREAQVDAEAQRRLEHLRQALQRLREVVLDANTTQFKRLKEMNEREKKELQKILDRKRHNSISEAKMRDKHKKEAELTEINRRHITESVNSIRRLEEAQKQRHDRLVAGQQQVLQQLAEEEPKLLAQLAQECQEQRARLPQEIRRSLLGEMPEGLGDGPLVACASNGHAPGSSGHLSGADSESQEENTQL
ADAM17 inh: ADAM17 inhibition, QFRET primary screen; P78536; recombinant ADAM17, EDANS/DABCYL FRET peptide cleavage; inhibition, % at 6.95 µM; actives 0.83% (n = 370,000); AID 720648;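 active = inhibition above the mean of compounds lying between control limits plus 3 SD, set per campaign, cut at about 8.5% in these data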;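 note: 0% = DMSO-only wells as the low control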
ssDAF12 agonist: activates DAF-12 receptor from parasite S. stercoralis; AID 652126; actives 1% (n = 370,000); HEK293 ssDAF-12/GRIP1 lit1-tk-luc reporter, luminescence; % of 3 µM dafachronic acid response; activation, % at 6.8 µM;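 active = activation above the mean over all tested compounds plus 3 SD, cut at about 0.9% in these data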;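 note: 0% = DMSO-only wells and 100% = 3 µM delta7-dafachronic acid wells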
MBD2 DNA inh: blocks human MBD2 binding to methylated DNA; AID 686964; actives 0.31% (n = 370,000); inhibition, % at 4.4 µM; Q9UBB5; TR-FRET, MBD2 binding to methylated oligonucleotide; in the data active = inhibition above about 13%
Numbers without * were called inactive; x = no result given. Outcome played no part in choosing rows (roughly 7.4% active in at least one column).

Molecule | hcDAF12 agonist | Rev-erbA mod | DAX1 inh-1 | SMARCA2 act | hgDAF12 agonist | PLC-gamma1 inh | DAX1 inh-2 | PLC-beta3 inh | ADAM17 inh | ssDAF12 agonist | MBD2 DNA inh
CSc1nc(C)c(C(=O)C[n+]2ccccc2)cc1C#N | -1.0 | -4 | 0.1 | -3 | 0.9 | -3 | -1.3 | -15 | -3 | -1.2 | -5
CCN(CC)C(=O)OCCc1cc2ccccc2c(=O)o1 | 0.8 | 1 | 0.5 | 0 | -0.2 | -1 | -0.7 | 4 | 1 | -1.1 | -2
CCN(C(=O)Cn1cc(C(F)(F)F)ccc1=O)C1CCS(=O)(=O)C1 (stereo not drawn) | -1.1 | 10 | -0.6 | 0 | 1.2 | 0 | 1.1 | 4 | 0 | -1.4 | 0
O=C(N/N=C/c1ccccn1)C(O)c1ccccc1 (stereo not drawn) | -0.3 | -2 | 0.1 | -1 | -2.2 | -1 | 1.2 | -8 | -6 | -1.6 | -2
COc1ccc(CCNC(=O)CN2C(=O)c3ccccc3S2(=O)=O)cc1 | -2.1 | -1 | -0.5 | 1 | 0.6 | -2 | -0.4 | 1 | -4 | -1.1 | -2
O=C(CN1C(=O)NC2(CCCC2)C1=O)N1CCN(S(=O)(=O)c2ccc(Cl)cc2)CC1 | 0.0 | -3 | 0.1 | 2 | -2.7 | 4 | 0.6 | 3 | 1 | -1.0 | 2
Cc1ccc(C)c(S(=O)(=O)N2CCN(C(=O)/C=C/c3ccco3)CC2)c1 | 0.2 | -3 | -0.4 | 0 | -0.2 | -8 | -0.7 | -11 | 2 | -1.3 | -7
CC(=O)C(=Cc1cn(-c2ccccc2)nc1-c1ccccc1)C(C)=O | 0.4 | -1 | -0.6 | 1 | 3.0 | 4 | -0.3 | 4 | 4 | -1.1 | 4
COc1ccc2nc(SC(C(=O)c3ccccc3)c3ccccc3)nc(C)c2c1 (stereo not drawn) | -0.3 | -2 | -0.1 | 1 | -1.3 | -3 | -0.3 | -6 | -2 | -1.2 | 1
COc1ccc(CCN2CC(C(=O)NCCc3ccccc3)CC2=O)cc1OC (stereo not drawn) | 1.6 | -1 | 0.8 | 8.7* | 3.1 | -1 | 0.1 | -4 | -3 | -0.6 | -2

Just PLC-gamma1 inh, DAX1 inh-1 and ssDAF12 agonist, for some of the entries so far:
| Structure | PLC-gamma1 inh | DAX1 inh-1 | ssDAF12 agonist |
| --- | --- | --- | --- |
| Cc1ccc(C)c(S(=O)(=O)N2CCN(C(=O)/C=C/c3ccco3)CC2)c1 | -8 | -0.4 | -1.3 |
| O=C(CN1C(=O)NC2(CCCC2)C1=O)N1CCN(S(=O)(=O)c2ccc(Cl)cc2)CC1 | 4 | 0.1 | -1.0 |
| CCN(C(=O)Cn1cc(C(F)(F)F)ccc1=O)C1CCS(=O)(=O)C1 (stereo not drawn) | 0 | -0.6 | -1.4 |

The results go on:
Molecule | hcDAF12 agonist | Rev-erbA mod | DAX1 inh-1 | SMARCA2 act | hgDAF12 agonist | PLC-gamma1 inh | DAX1 inh-2 | PLC-beta3 inh | ADAM17 inh | ssDAF12 agonist | MBD2 DNA inh
Cc1nc2c(-c3ccccc3)c(C)nn2c(SCC(N)=O)c1Cc1ccccc1 | 4.3 | -2 | 0.7 | -1 | -0.5 | -1 | x | -9 | -5 | -1.8 | 1
COc1ccc([N+](=O)[O-])cc1NC(=O)c1ccccc1SC | -0.9 | -5 | -0.8 | 4 | 0.4 | -1 | -0.8 | -5 | -1 | -0.6 | -5
COc1ccc(S(=O)(=O)Cc2ccc(C(=O)NCc3ccc(C)cc3)o2)cc1 | -2.5 | 0 | -0.7 | -1 | -2.4 | -2 | -0.5 | -6 | 0 | -0.9 | 0
COc1cc(OC)cc(C(=O)N2CCN(S(C)(=O)=O)CC2)c1 | -0.8 | 4 | -0.3 | 7 | 0.7 | 4 | 2.7 | 5 | 1 | -0.9 | -2
CC1CCN(CC(=O)Nc2ccc(Br)cc2[N+](=O)[O-])CC1 | -1.1 | 3 | 0.6 | -1 | 0.8 | 0 | 0.2 | 2 | 0 | -1.6 | -5
O=C(Nc1ccccc1C(=O)Nc1ccccc1)c1ccccc1Br | -0.3 | 2 | -0.6 | -3 | -1.0 | 7 | 0.2 | 2 | 3 | -0.5 | 6
CCOC(=O)N1CCN(c2nc(C)c3c(n2)CC(C)CC3=O)CC1 (stereo not drawn) | 3.3 | 1 | -0.6 | -3 | 3.5 | 1 | 1.0 | 0 | -1 | -1.1 | -2
CN(CCO)c1cc(Sc2nc3ccccc3s2)c2nonc2c1[N+](=O)[O-] | 1.5 | 1 | -2.1 | -11 | -3.0 | -4 | -2.3 | -4 | 3 | -0.9 | -12
COc1ccc(NC(=O)CN2C(=O)COc3ccc(S(=O)(=O)N4CCCCC4)cc32)c(OC)c1 | 0.8 | -2 | 1.3 | -1 | -1.6 | 2 | 0.1 | -9 | 0 | -1.0 | -1
Cc1ccccc1-n1nnnc1SC1CCOC1=O (stereo not drawn) | -0.4 | 2 | -0.3 | -3 | 1.6 | -7 | 1.0 | -5 | -4 | -0.9 | 4
COc1cccc(OCCNC(=O)c2cccc(OC)c2)c1 | -1.1 | -7 | -0.3 | -2 | -1.0 | 2 | 1.9 | 0 | -2 | -1.7 | -1
CCCCN1C(=O)C(CC(=O)NC2CCCCC2)CC(C(=O)N(C(C)C)C(C)C)=C1C (stereo not drawn) | 0.9 | -1 | 0.1 | -1 | 1.4 | 0 | -0.3 | -1 | -5 | -0.8 | 1
COc1ccc(C2=NN(C(=O)CSc3nc4ncc(Cl)cc4[nH]3)C(c3ccco3)C2)cc1 (stereo not drawn) | -2.0 | -1 | -1.7 | -2 | 0.3 | 2 | -1.5 | -5 | -2 | -1.3 | 2
COc1ccc(NC(=O)CSc2nnc(C)c(=O)n2N)cc1 | -0.1 | -1 | -2.6 | -1 | 3.0 | -1 | 2.1 | -4 | 0 | -1.1 | 1
COCCNC(=O)c1ccc2c(c1)ncn2-c1ccc(F)c(F)c1 | -2.1 | 4 | 0.8 | 5 | 1.8 | 0 | 0.7 | 1 | -1 | -0.9 | 1
CN(CC(=O)Nc1ccccc1Br)C(=O)c1ccccc1OCc1ccc(F)cc1 | 0.1 | 2 | 1.2 | -3 | -3.0 | 9 | -0.3 | -1 | 7 | -1.4 | -1
O=C(Cn1cc2c(n1)CCCC2)NCc1cccnc1 | -1.0 | 6 | -0.2 | 3 | 0.1 | -3 | 0.9 | -1 | 0 | -0.8 | -3
COc1ccc(CN2CCC[C@]3(N[C@H](c4ccc(OC)cc4)[C@@H]4C(=O)N(Cc5ccccc5)C(=O)[C@@H]43)C2=O)cc1 | -1.3 | 10 | -1.3 | 0 | -0.7 | 0 | 1.4 | 5 | 1 | -1.4 | 0
COc1cccc(NC(=O)N2CCCc3ccccc32)c1 | -1.0 | -1 | -0.2 | 0 | -3.3 | 0 | -1.2 | 1 | -4 | -1.8 | 1
CCN1CCN(C(=S)Nc2ccsc2C(=O)OC)CC1 | -1.0 | 3 | -0.3 | -2 | 0.8 | -1 | -0.2 | -8 | -5 | -1.1 | 5
Nc1ccccc1C(=O)N1CCC(O)(c2ccc(Cl)cc2)CC1 | -3.0 | 2 | 0.1 | -1 | -0.3 | -1 | 0.2 | -10 | -5 | -1.1 | 2
O=C(Oc1c(-c2ccccc2)c(=O)n2c3c(cccc13)CC2)c1ccc(Cl)cc1 | -0.5 | 3 | -0.5 | -3 | -1.2 | -3 | 0.8 | -6 | -3 | -1.9 | -6
O=C(NC(=S)NNS(=O)(=O)c1ccc(Cl)cc1)c1cccnc1 | -2.1 | -4 | 0.2 | -3 | -2.2 | 2 | x | 4 | 0 | 0.6 | 6
COc1ccccc1NS(=O)(=O)c1cccc(NC(=O)Nc2ccc(Cl)cc2)c1 | -3.8 | 1 | -2.2 | -6 | -6.3 | 9 | -0.2 | 9 | 26* | -2.5 | 4
Cc1cccc(NC(=O)CSc2nc3nc(C)cc(C)n3n2)c1 | -1.8 | 1 | -0.4 | 0 | -1.4 | 2 | 0.1 | -7 | -3 | -1.4 | 1
O=C(Nc1ccc2c(c1)OCCO2)C1CCCN(c2ncccn2)C1 (stereo not drawn) | 5.1 | -4 | 3.1 | 1 | 5.3 | 0 | 1.7 | 2 | -1 | 0.2 | -1
Cc1cc(OC(C)C(=O)N/N=C/CC(C)c2ccccc2)ccc1Cl (stereo not drawn) | -0.1 | 1 | -0.1 | -3 | 3.0 | 1 | 0.4 | -2 | 1 | -1.0 | 8
CCOC(=O)c1ccccc1NC(=O)Cc1ccc(S(=O)(=O)N2CCCC2)s1 | -0.3 | 2 | -1.3 | -4 | -2.4 | -20 | -1.6 | -28 | -15 | -0.9 | -2
O=C(N/C=C/c1ccccc1)Nc1ccc(Cl)cc1 | 4.5 | 0 | 2.1 | 3 | 8.1 | 2 | -1.0 | 1 | -1 | 0.1 | 4
CC(C)(C)C(C(=O)O)N1CCS(=O)(=O)CC1 (stereo not drawn) | -1.0 | 0 | 0.6 | 1 | 0.2 | 3 | -0.2 | 4 | 2 | -1.1 | -1
COCC(C)N1CCC(n2nccc2NC(=O)c2ccccc2Cl)CC1 (stereo not drawn) | 1.3 | -1 | 0.5 | -2 | 0.0 | 2 | 0.5 | -4 | 3 | -0.6 | 1
COc1ccc(NC(=O)Cn2c3ccccc3c3nc4n(c(=O)c32)CCS4)cc1 | -2.0 | -4 | -0.3 | -1 | 0.5 | 1 | -1.2 | -6 | -6 | -1.5 | 1
O=C(CN1CCN(Cc2ccccc2)CC1)N/N=C/C=C/c1ccco1 | 0.4 | -2 | 0.3 | -3 | 0.5 | -6 | 0.6 | -13 | 1 | -0.7 | 9
CCc1ccc(S(=O)(=O)NCCc2cn3ccccc3n2)s1 | -0.6 | 0 | -0.6 | -1 | 2.1 | -1 | -0.6 | 1 | -3 | -1.6 | 4
Cc1cccc(NC(=O)CSc2nccn2Cc2ccco2)c1 | 2.0 | 5 | 3.9* | 4 | 14* | 2 | 2.3 | -4 | -8 | -0.8 | 7
COCCNC(=O)CN1c2ccccc2CC1C (stereo not drawn) | -0.7 | -2 | 0.6 | 0 | -0.1 | -1 | 0.2 | -2 | -4 | -0.2 | 0
CC(NC(=O)CCNS(=O)(=O)c1ccccc1)c1ccccc1 (stereo not drawn) | -1.2 | 1 | -0.1 | -1 | -1.1 | -1 | -0.5 | -5 | 1 | -0.4 | 0
CCNCc1ccc(OCc2cccs2)c(OCC)c1 | -0.7 | 2 | 1.2 | -3 | -1.1 | 0 | 0.9 | 0 | -4 | -1.4 | 4
CCOC(=O)N1CCC(NC(=O)CSCc2nc(-c3ccc(C)cc3)oc2C)CC1 | -2.1 | 0 | -0.4 | -3 | 0.4 | -4 | -0.3 | -5 | -2 | -1.1 | 0
CC1C2Cn3c(nc4ccccc43)C1N(C(C)C)O2 (stereo not drawn) | 0.6 | -1 | 1.5 | 0 | -4.2 | 2 | 0.4 | 0 | -1 | -1.4 | 0
Cc1ccc2cc3c(nc2c1)N(Cc1ccco1)CC3 | 2.3 | 2 | -0.8 | -1 | 2.0 | -37 | -0.4 | -42 | -89 | -0.8 | 0
